Screening results from PubChem.
sdo1 growth – restores growth of sdo1-depleted yeast; actives 0.21% (n = 140,000); S. cerevisiae sdo1-depleted JHY4D growth rescue, OD600 30 h; active compounds read high; pdr5 snq2 efflux-pump mutant strain; z-score at 10 µM; AID 817;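 active means z-score above 3 at both the 24 hr and the 30 hr optical density reads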;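 further: z-score against mean and SD of all compound wells on the same plate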
Insulin prom inh – TRM-6 insulin promoter activity inhibition. TRM-6 cells (human fetal islet line), insulin promoter-eGFP reporter, imaging; reporter expression induced with tamoxifen. actives 0.9% (n = 130,000). inhibition, % at 2 µM;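 active means inhibition above the mean plus 3 SD, with well images judged a real hit on visual review, cut at about 60% in these data, passing the limit was not always enough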
sdo1 growth Rescue 24 h – also measured in sdo1 growth; calls as there; z-score; S. cerevisiae sdo1-depleted JHY4D growth rescue, OD600; measured here: growth rescue at 24 h;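 0 is the plate mean of compound wells and units are plate SD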
Starred values were filed as active, the others as inactive; & = joins results of further samples; [ ] = remark or other dose. An excerpt; the hit share may differ from the screen's.

How did O=c1[nH]c(CSc2nnc(-c3ccccc3)n2C2CCCCC2)nc2ccccc12 do in these assays?
sdo1 growth: -1.1; sdo1 growth Rescue 24 h: -1

What do the screens show for `Cc1noc(C)c1S(=O)(=O)NCCN1CCN(c2ccccc2)CC1`?
sdo1 growth: 0.82; Insulin prom inh: 34; sdo1 growth Rescue 24 h: 0.21

How did Cc1csc(CN(C)C(=O)CC2C(=O)NCCN2CC(C)(C)C)n1 (stereo not drawn) do in these assays?
Insulin prom inh: 17

Results for Cn1cc(SCC(=O)N2CCOCC2)c2ccccc21 ?
sdo1 growth: 1; sdo1 growth Rescue 24 h: 0.76

How did CCOC(=O)c1[nH]c(C)c(C(=O)NCc2cccnc2)c1C do in these assays?
sdo1 growth: 0.51; sdo1 growth Rescue 24 h: 0.14

Results for COc1ccc(-c2csc(CCN3N=C(C)CC3=O)n2)cc1 ?
Insulin prom inh: 50

Results for CCOC(=O)CN(C(=O)Cn1nnc(-c2ccc(OC)cc2)n1)C(C(=O)NC1CCCC1)c1ccc(F)cc1 (stereo not drawn) ?
sdo1 growth: -1; Insulin prom inh: -4; sdo1 growth Rescue 24 h: -0.95

What do the screens show for `COc1ccc(CC(=O)OCn2nnc3ccccc3c2=O)cc1`?
sdo1 growth: -0.63; Insulin prom inh: -2; sdo1 growth Rescue 24 h: -1.6

How did Cc1nnc(SCC(=O)N2CCOCC2)[nH]c1=O do in these assays?
sdo1 growth: 1; Insulin prom inh: 0; sdo1 growth Rescue 24 h: 0.41

How did Cc1ccc(S(=O)(=O)Nc2c(C)n(C)n(-c3ccccc3)c2=O)cc1 do in these assays?
sdo1 growth: 0.78; Insulin prom inh: -46&-9; sdo1 growth Rescue 24 h: 0.69

How did CC(COC(=O)c1ccccc1)(COC(=O)c1ccccc1)/[N+]([O-])=C/c1ccccc1 do in these assays?
sdo1 growth: -0.75; Insulin prom inh: 35; sdo1 growth Rescue 24 h: -0.6

What do the screens show for `COc1ccc(NC(=O)c2oc3ccccc3c2NC(=O)C(C)(C)C)cc1`?
sdo1 growth: -0.85; Insulin prom inh: 9; sdo1 growth Rescue 24 h: -1.2

How did COc1ccc(/C=C/c2cc(=O)c3cc(Cl)ccc3o2)cc1 do in these assays?
sdo1 growth: -0.29; Insulin prom inh: -15; sdo1 growth Rescue 24 h: 0.72

What do the screens show for `CCn1c(COc2cccc(C)c2)nnc1SCC(=O)Nc1cccc(C(=O)O)c1`?
sdo1 growth: 0.02; Insulin prom inh: -81; sdo1 growth Rescue 24 h: -0.53

How did Cc1cc(C)cc(NC(=O)NC2CCN(CC(=O)Nc3c(C)cc(C)cc3C)CC2)c1 do in these assays?
Insulin prom inh: 12

How did CCOc1cc(/C=C2/SC(=Nc3ccccc3)N(Cc3cccnc3)C2=O)ccc1OCC#N do in these assays?
sdo1 growth: -0.46; sdo1 growth Rescue 24 h: 0.97

How did CCn1c(CSc2nnc(C)n2-c2ccccc2)nc2cc(S(=O)(=O)N(C)C)ccc21 do in these assays?
sdo1 growth: 0.1; Insulin prom inh: -47; sdo1 growth Rescue 24 h: -0.11

How did COc1ccccc1NC(=S)N(Cc1ccccc1)Cc1cccs1 do in these assays?
Insulin prom inh: 7

How did NC(=O)[C@@H]1CCCCNc2c(F)cc([N+](=O)[O-])cc2C(=O)N[C@@H](CC(=O)O)C(=O)N[C@@H](CCC(=O)O)C(=O)N1 do in these assays?
sdo1 growth: -0.68; Insulin prom inh: -127; sdo1 growth Rescue 24 h: -0.96

How did CCN(CC)S(=O)(=O)c1cc(C(=O)N2CCc3ccccc32)ccc1Cl do in these assays?
sdo1 growth: -1.1; Insulin prom inh: -30; sdo1 growth Rescue 24 h: -0.86

Results for Cc1ccc(NC(=O)C2(NC(=O)c3cccc(N4C(=O)CSC4c4ccccc4)c3)CCCCC2)cc1 (stereo not drawn) ?
sdo1 growth: 0.04; sdo1 growth Rescue 24 h: -0.52

How did COc1cc(-c2nnn(CC#N)n2)ccc1OCc1ccccc1 do in these assays?
sdo1 growth: -0.08; sdo1 growth Rescue 24 h: 0.3

Results for O=C(Nc1nc2nccc(-c3ccccc3)n2n1)C(Cl)(Cl)Cl ?
sdo1 growth: -1.1; Insulin prom inh: 23; sdo1 growth Rescue 24 h: -1.5

How did CCOc1ccc(CNC(=S)N/N=C\c2ccc([N+](=O)[O-])cc2)cc1 do in these assays?
sdo1 growth: -0.99; Insulin prom inh: 0; sdo1 growth Rescue 24 h: 1.1

Results for Cc1cc(C(=O)CSc2nnc(-c3cccnc3)n2-c2ccccc2F)c(C)n1C ?
sdo1 growth: -0.68[3.3 µM]; sdo1 growth Rescue 24 h: -0.93

How did Oc1ccccc1-c1nc(N2CCCC2)c2ccccc2n1 do in these assays?
sdo1 growth: -0.2; Insulin prom inh: -34; sdo1 growth Rescue 24 h: 0.56

What do the screens show for `CCOc1c2ccc(C(=O)NCc3ccccc3OC)cc2nn1CC`?
sdo1 growth: -0.72; sdo1 growth Rescue 24 h: -0.82

Results for O=C(CCn1c(=S)[nH]c2ccccc2c1=O)NCCCN1CCOCC1 ?
sdo1 growth: 1.2; sdo1 growth Rescue 24 h: 0.97

Results for O=C(c1ccc(Cl)c([N+](=O)[O-])c1)N1CCN(c2ccccn2)CC1 ?
sdo1 growth: -1.6; Insulin prom inh: 40; sdo1 growth Rescue 24 h: -0.17

How did COc1ccc(N2CCCn3c2nc2c3c(=O)n(CCCc3ccccc3)c(=O)n2C)cc1 do in these assays?
sdo1 growth: -0.97[6.9 µM]; Insulin prom inh: 0; sdo1 growth Rescue 24 h: -0.31

Seven structures out of the list, sorted by length of the SMILES, smallest number first:
How did Oc1ccccc1-c1nc(N2CCCC2)c2ccccc2n1 do in these assays?
sdo1 growth: -0.2; Insulin prom inh: -34; sdo1 growth Rescue 24 h: 0.56

Results for O=C(CCn1c(=S)[nH]c2ccccc2c1=O)NCCCN1CCOCC1 ?
sdo1 growth: 1.2; sdo1 growth Rescue 24 h: 0.97

How did CCOc1ccc(CNC(=S)N/N=C\c2ccc([N+](=O)[O-])cc2)cc1 do in these assays?
sdo1 growth: -0.99; Insulin prom inh: 0; sdo1 growth Rescue 24 h: 1.1

Results for Cc1cc(C(=O)CSc2nnc(-c3cccnc3)n2-c2ccccc2F)c(C)n1C ?
sdo1 growth: -0.68[3.3 µM]; sdo1 growth Rescue 24 h: -0.93

How did COc1ccc(N2CCCn3c2nc2c3c(=O)n(CCCc3ccccc3)c(=O)n2C)cc1 do in these assays?
sdo1 growth: -0.97[6.9 µM]; Insulin prom inh: 0; sdo1 growth Rescue 24 h: -0.31

Results for Cc1ccc(NC(=O)C2(NC(=O)c3cccc(N4C(=O)CSC4c4ccccc4)c3)CCCCC2)cc1 (stereo not drawn) ?
sdo1 growth: 0.04; sdo1 growth Rescue 24 h: -0.52

How did NC(=O)[C@@H]1CCCCNc2c(F)cc([N+](=O)[O-])cc2C(=O)N[C@@H](CC(=O)O)C(=O)N[C@@H](CCC(=O)O)C(=O)N1 do in these assays?
sdo1 growth: -0.68; Insulin prom inh: -127; sdo1 growth Rescue 24 h: -0.96

Further records follow.
How did Cc1ccc(Oc2cc(C#N)c(C#N)cc2-n2nnc3ccccc32)cc1C do in these assays?
sdo1 growth: -0.51; Insulin prom inh: 22; sdo1 growth Rescue 24 h: -0.15

What do the screens show for `CCc1ccc(Nc2nnc(SCc3cc(=O)n4ccsc4n3)s2)cc1`?
sdo1 growth: 2.3; Insulin prom inh: 25; sdo1 growth Rescue 24 h: 2.7

Results for CC(NS(=O)(=O)c1ccc(CCC(=O)NCc2cccnc2)cc1)c1ccccc1 (stereo not drawn) ?
sdo1 growth: 0.64; Insulin prom inh: -133; sdo1 growth Rescue 24 h: 0.44

What do the screens show for `CCCCCc1nc2c(=O)[nH]c3ccccc3c2o1`?
sdo1 growth: -0.11; Insulin prom inh: 40; sdo1 growth Rescue 24 h: 0.24

Results for Cc1ccc(C(=O)NC(=C(Cl)Cl)S(=O)(=O)c2ccccc2)cc1 ?
sdo1 growth: -0.62; Insulin prom inh: -35; sdo1 growth Rescue 24 h: -0.34

Results for CC(=NCCc1c(C)[nH]c2ccc(OCc3ccccc3)cc12)C1=C(O)CC(c2ccccc2)CC1=O (stereo not drawn) ?
Insulin prom inh: 0

How did CC(=O)Oc1ccc2oc(/C=C/N(C)C)c([N+](=O)[O-])c2c1 do in these assays?
sdo1 growth: 0.62; Insulin prom inh: 28; sdo1 growth Rescue 24 h: 0.21

What do the screens show for `CCOc1cccc(-c2nnc3sc(COc4ccc(C)cc4)nn23)c1`?
sdo1 growth: 0.15; Insulin prom inh: 11; sdo1 growth Rescue 24 h: 1.1

How did NC(=O)CSC1=Nc2ccccc2C2=NC(c3ccccc3)C(=O)N12 (stereo not drawn) do in these assays?
Insulin prom inh: 79*

Results for CCOC(=O)NC(Nc1sc2c(c1C(=O)OC)CCN(C)C2)(C(F)(F)F)C(F)(F)F ?
sdo1 growth: 0.06; Insulin prom inh: 44; sdo1 growth Rescue 24 h: 0.12

What do the screens show for `Nc1[nH]c(=O)ncc1F`?
sdo1 growth: -2.7; Insulin prom inh: 33; sdo1 growth Rescue 24 h: -2.3

Results for CSc1ccc(/C=N\NC(=O)CNc2ccc(C)cc2)cc1 ?
sdo1 growth: 0.06; sdo1 growth Rescue 24 h: -0.13

How did Cc1cccc(NC(=O)C2CCCC2)c1 do in these assays?
sdo1 growth: -0.08; Insulin prom inh: 7; sdo1 growth Rescue 24 h: -0.51

What do the screens show for `CCCCn1nnc(NC(=O)c2cc3ccccc3o2)n1`?
sdo1 growth: -0.03; Insulin prom inh: 30; sdo1 growth Rescue 24 h: -0.67

How did Cc1ccnn1CC(=O)N/N=C/c1cccs1 do in these assays?
sdo1 growth: 0.24; Insulin prom inh: 31; sdo1 growth Rescue 24 h: -0.43

Results for COc1ccc(C2NC(=O)NC(O)(C(F)(F)F)C2C(=O)c2ccccc2)cc1OC (stereo not drawn) ?
sdo1 growth: 0.67; Insulin prom inh: 17; sdo1 growth Rescue 24 h: 0.89

How did CC(C)[C@H](NC(N)=O)C(=O)Nc1ccc2c(c1)CCC2 do in these assays?
sdo1 growth: 0.98; Insulin prom inh: 50; sdo1 growth Rescue 24 h: 0.8

How did C=CCn1c(Cc2ccc(OC)cc2)nnc1SCC(N)=O do in these assays?
sdo1 growth: 2.1; Insulin prom inh: 3; sdo1 growth Rescue 24 h: 3.2

Results for O=C1CC(c2ccccc2)CC2=C1C=Nc1ccccc1N2 (stereo not drawn) ?
Insulin prom inh: 21

Results for COc1cc(C(=O)N/N=C(\c2ccccc2)c2ccccn2)cc(OC)c1OC ?
sdo1 growth: -0.9; sdo1 growth Rescue 24 h: -1.4

What do the screens show for `Cc1ccc(Nc2nc(N)nc(CSc3nnc(-c4ccncc4)o3)n2)cc1`?
sdo1 growth: -1.4; Insulin prom inh: 55; sdo1 growth Rescue 24 h: -1.6

Results for CN(C)C(=O)NC(O)C(Cl)Cl (stereo not drawn) ?
sdo1 growth: 0.81; Insulin prom inh: 47; sdo1 growth Rescue 24 h: 0.29

Results for Cc1c(Cl)cccc1-n1c(SCC(=O)N(C)Cc2ccccc2)nnc1-c1ccncc1 ?
sdo1 growth: -0.45; Insulin prom inh: -114; sdo1 growth Rescue 24 h: -0.03

Results for CN(C)CCCN(C(=O)CCSc1ccccc1)c1nc2cc3c(cc2s1)OCO3 ?
Insulin prom inh: -78

How did O=C(NCC1CCCCC1)c1ccco1 do in these assays?
sdo1 growth: -0.25; Insulin prom inh: -15; sdo1 growth Rescue 24 h: -0.22

How did CC(C)NC(=O)CCCC(=O)NC(C)C do in these assays?
sdo1 growth: -0.16; Insulin prom inh: 21; sdo1 growth Rescue 24 h: -0.64

Results for Cc1[nH]c(=S)c(C#N)c(C)c1C(=O)Nc1ccccc1 ?
sdo1 growth: 0.16; Insulin prom inh: 21; sdo1 growth Rescue 24 h: -0.61

Results for O=S(=O)(NCC1CCCO1)c1ccc(Cl)c(C(F)(F)F)c1 (stereo not drawn) ?
sdo1 growth: 0.68; Insulin prom inh: -224; sdo1 growth Rescue 24 h: 0.45

Results for COC(=O)c1ccc(-c2nc3ccc(C)cc3o2)cc1 ?
sdo1 growth: -0.2; Insulin prom inh: 31; sdo1 growth Rescue 24 h: 0.91

How did O=S(=O)(c1cnc[nH]1)N1CCCCCC1 do in these assays?
sdo1 growth: 0.41; sdo1 growth Rescue 24 h: 0.47

How did CCOC(=O)C1CCCN(C(=O)c2cnn3c(C(F)(F)F)cc(-c4ccccc4)nc23)C1 (stereo not drawn) do in these assays?
sdo1 growth: 0.03; Insulin prom inh: -21; sdo1 growth Rescue 24 h: -0.38
